Compound activity (PubChem)
CaV13 FRET inh – Disruptors of the CACNA1D IQ motif to Ca2+-dependent inactivation inhibitor domain association, primary screening, Förster resonance energy transfer in intact living …; HEK cells, CFP/YFP FRET ICDI-IQ, plate reader, 10 min; percent FRET-ratio fall versus neutral wells; inhibition, % at 12.3 µM; hit rate 0.098% among 340,000; AID 743397;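 active means mean replicate inhibition of at least 30% and at least 1% of replicates passing that level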;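 further: 0% = median of the neutral control wells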
NR2E3 ag-1 – activates human photoreceptor nuclear receptor NR2E3 | inhibition of corepressor binding, % at 4.78 µM | hit rate 0.12% among 320,000 | Q9Y5X4 | GST-NR2E3/biotin-RetCOR TR-FRET, 1536-well | AID 2300;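 active means percent inhibition above the cutoff of mean plus 3 SD of all tested compounds, set per screening campaign, cut at about 20% in these data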;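 further: 0% = DMSO wells and 100% = biotin wells as full block of FRET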
Target sequence (Q9Y5X4 whole entry, looked up): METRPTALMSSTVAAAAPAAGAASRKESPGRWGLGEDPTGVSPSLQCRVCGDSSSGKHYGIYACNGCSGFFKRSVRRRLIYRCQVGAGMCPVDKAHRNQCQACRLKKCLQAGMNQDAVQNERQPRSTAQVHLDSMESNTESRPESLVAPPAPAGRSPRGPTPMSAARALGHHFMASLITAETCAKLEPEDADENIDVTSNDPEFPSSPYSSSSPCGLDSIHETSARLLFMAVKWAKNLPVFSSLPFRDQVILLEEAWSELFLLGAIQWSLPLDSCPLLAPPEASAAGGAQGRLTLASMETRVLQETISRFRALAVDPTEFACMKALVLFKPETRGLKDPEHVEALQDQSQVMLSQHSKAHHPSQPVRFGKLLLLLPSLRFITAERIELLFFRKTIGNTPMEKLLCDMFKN
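system = GST-tagged NR2E3 plus biotinylated RetCOR corepressor | input = 1.35 nM GST-NR2E3 | also added = 7 nM biotin-RetCOR | schedule = 5 h incubation at 4 °C | measured by = TR-FRET with europium anti-GST and streptavidin-D2, 340 nm excitation | read-out = percent loss of FRET ratio relative to control wells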
MITF TRPM1 inh – reduces MITF-dependent TRPM1 promoter luciferase signal; SK-MEL-5 TRPM1 promoter luciferase, 24 h; inhibition, % at 12.5 µM; hit rate 0.83% among 330,000;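 active means mean inhibition across replicates of 60% or more, whatever share of single replicates reaches that level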; further: values of inactives mirror those of a sister screen read the other way
Peg3 prom inh – inhibitors of Peg3 promoter; HeLa PEG-Prom luciferase reporter, luminescence, overnight; inhibition, % at 20 µM; hit rate 1.7% among 360,000; AID 588405;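 active means inhibition of at least 50% at 20 µM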
NR2E3 ag-2 – activates human NR2E3 receptor. Q9Y5X4. CHO-S Gal4-NCOR/VP16-NR2E3 two-hybrid, luciferase. inhibition of corepressor binding, % at 3.98 µM. hit rate 0.35% among 360,000. AID 602229;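 active means inhibition above the mean of all tested compounds plus 3 SD, cut at about 70% in these data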;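 further: 0% = DMSO with NR2E3 transfected cells and 100% = cells lacking NR2E3 construct; higher means lower luciferase signal from less NR2E3 corepressor binding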
PDI inh – blocks human protein disulfide isomerase activity; hit rate 0.052% among 350,000; AID 588391; inhibition, % at 10 µM; PDI insulin aggregation turbidity, A650, 90 min;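 active means mean inhibition across replicates of 30% or more, whatever share of single replicates reach that level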;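 further: absorbance from insulin aggregation driven by PDI reduction with DTT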
Target sequence (P07237 whole entry, looked up): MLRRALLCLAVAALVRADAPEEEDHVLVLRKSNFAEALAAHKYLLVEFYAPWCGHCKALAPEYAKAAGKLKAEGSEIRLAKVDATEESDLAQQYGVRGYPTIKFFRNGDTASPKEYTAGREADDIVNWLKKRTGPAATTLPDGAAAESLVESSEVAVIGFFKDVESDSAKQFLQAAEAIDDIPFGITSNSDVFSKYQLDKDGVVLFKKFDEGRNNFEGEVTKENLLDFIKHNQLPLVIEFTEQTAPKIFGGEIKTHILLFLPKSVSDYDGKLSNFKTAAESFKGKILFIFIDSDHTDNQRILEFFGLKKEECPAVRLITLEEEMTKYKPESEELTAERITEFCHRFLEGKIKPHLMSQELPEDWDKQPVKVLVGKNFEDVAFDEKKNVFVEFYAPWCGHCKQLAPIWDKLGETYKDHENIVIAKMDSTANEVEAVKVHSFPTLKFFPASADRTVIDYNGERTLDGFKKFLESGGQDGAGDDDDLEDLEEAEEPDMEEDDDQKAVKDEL
HIF-2a inh – blocks HIF-2a reporter activity; 786-0 RCC cells HIF-2a reporter, luciferase luminescence, overnight; inhibition, % at 18.8 µM; AID 624352; hit rate 0.72% among 360,000;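 active means inhibition of the luminescence signal of 40% or more relative to plate controls, in a single-dose primary screen at 18.75 µM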
Vif imaging – inhibitors of HIV Vif; HEK293T cells, Vif self-association by quenched fluorescence, imaging, 24 h; inhibition, % at 7.49 µM; hit rate 0.35% among 340,000; in the data active means inhibition above about 50%, passing the limit was not always enough; further: some results filed as inactive read as strong as hits
KKLEB cytotox – counter-screen for CF NF-kB inhibitors: cytotoxicity; KKLEB CF airway cells viability, ATPlite luminescence, overnight; hits give low values; cells stimulated with P. aeruginosa culture filtrate; activity change (cytotoxicity), % at 5 µM; hit rate 0.36% among 360,000; AID 602141;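 active means corrected activity change at or below -50% at 5 µM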
Shn3 3UTR inh – reduces Shn3 3'UTR luciferase signal in osteoblasts; inhibition, % at 12.5 µM; Clone20 osteoblast Shn3 3'UTR firefly luciferase, 24 h; hit rate 0.52% among 360,000;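 active means mean inhibition of at least 75% with every replicate also reaching 75%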;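 further: 0% = median of neutral control wells and 100% = pilot-screen positive control compound; some compounds past the cut are filed as inactive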
CF NFkB inh – blocks PAF-induced NF-kB reporter in cystic fibrosis cells | inhibition, % at 5 µM | hit rate 0.86% among 360,000 | KKLEB NF-kB-GFP reporter, GFP fluorescence overnight | AID 588850;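 active means at least 50% inhibition at 5 µM, scaled per plate between neutral and stimulator controls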;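 further: PAF is a Pseudomonas aeruginosa culture filtrate used as stimulus; plate controls were PAF-stimulated DMSO wells for no effect and unstimulated DMSO wells for full effect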
* marks the source's active call; other numbers are inactive results; / = not tested or not shown.

SMILES	CaV13 FRET inh	NR2E3 ag-1	MITF TRPM1 inh	Peg3 prom inh	NR2E3 ag-2	PDI inh	HIF-2a inh	Vif imaging	KKLEB cytotox	Shn3 3UTR inh	CF NFkB inh
OC(CN1CCCCC1)Cn1c2ccc(Cl)cc2c2cc(Cl)ccc21 (stereo unspecified)	-4	2	-12	104*	10	0	7	-3	-14	-27	28
CCC(C(=O)N/N=C(\C)c1cccnc1)c1ccccc1 (stereo unspecified)	/	0	5	7	7	-6	-18	4	13	-6	6
COc1ccc(NC(C)=O)cc1NC(C)c1nc2sc(C)c(C)c2c(=O)[nH]1 (stereo unspecified)	-1	3	3	9	21	-5	12	-7	10	8	-24
CCOC(=O)C1(C/C(C)=N/NC(N)=O)CC(C)(C)OC1=O (stereo unspecified)	-3	4	2	6	7	5	3	2	12	-1	-10
Cc1nn(C)c(C(=O)NC(=S)Nc2ccc([N+](=O)[O-])cc2)c1Cl	-5	/	5	-26	-30	1	-45	3	12	-7	-12
CCCCNC(=O)c1sc2nc(C)cc(COC)c2c1-n1cccc1	-3	2	-2	31	-22	-3	-1	-10	11	3	-11
CC(=O)Nc1cccc(-c2csc(C(C)(O)c3ccccc3)n2)c1 (stereo unspecified)	-10	/	/	-2	11	-4	-20	-9	-2	-7	-35
O=C(COC(=O)/C=C/c1ccc(C(F)(F)F)cc1)NCc1ccco1	-3	-3	6	-2	-9	2	-8	2	-7	-27	17
CCc1c(C)nc(N2CCN(c3ccc(F)cc3)CC2)[nH]c1=O	-3	/	5	17	-17	6	7	-3	-4	-10	-18
COc1cc2c(cc1NC(=O)CN(C)Cc1ccc(OC)c(OC)c1)oc1ccccc12	-3	5	1	10	-21	3	-8	-1	-26	5	20
Cc1nc(SCC(=O)N(CC(C)C)C2CCS(=O)(=O)C2)c(C#N)c(C)c1C (stereo unspecified)	-6	/	-6	6	4	1	14	-2	8	2	-5
CCOc1ccc(N(CC(=O)N/N=C/c2ccc(OC(C)C)cc2)S(C)(=O)=O)cc1	-14	-3	9	0	8	-4	-9	-6	1	-2	7
Cc1ccc(NC(=O)CSc2nnc(CCNC(=O)OC(C)(C)C)o2)c(C)c1	-5	0	2	9	4	-2	10	-4	9	-2	8
Cc1ccc(N2C(=O)C3C(C(=O)c4ccccc4)=NN(c4ccccc4)C3C2=O)cc1 (stereo unspecified)	-14	0	8	0	-23	4	-1	1	2	-3	1
O=C1CC(c2ccc(O)cc2)Oc2cc(O)cc(O)c21 (stereo unspecified)	-5	-1	-33	-56	-30	-2	-20	4	-43	9	36
CN(C(=O)c1ccco1)c1nc2c(s1)CCCC2	-4	0	-37	-128	-123	-11	-146	6	-6	-31	-4
CCOC(=O)Nc1c(C(=O)OC)[nH]c2cccc(OC)c12	/	0	1	13	-18	-7	12	8	-4	-3	-4
COCCN1C[C@@H](CO)O[C@@H](n2cnc3c(NCCCO)ncnc32)C1	-3	/	/	3	6	-5	14	-3	8	-16	-7
Cc1[nH]nc2c1-c1nc3ccccc3nc1C(C)(C)C2	-6	2	41	22	-11	-7	23	3	-14	89*	51*
Cc1ccccc1NC(=O)c1ccc2c(c1)OCCO2	/	3	-65	-208	-31	-1	-190	-11	-1	-44	0
CCOC(=O)C[n+]1ccc2c([nH]c3ccccc32)c1C	-5	0	3	28	21	0	23	2	6	6	-6
CCC(C)c1ccccc1NC(=O)COc1ccc(-c2nnco2)cc1 (stereo unspecified)	-13	/	1	-22	9	-1	4	6	-2	11	0
NC(=O)COc1ccc(C(=O)NCC2(N3CCOCC3)CCCCC2)cc1	-3	0	-5	3	1	-6	7	6	3	6	6
COc1ccccc1-c1ccc(/C=C2/C=C(C)OC2=O)o1	-5	-4	35	-3	-12	7	-1	0	11	1	-39
O=C(NCc1ccccc1)c1onc(CSc2ccncc2)c1C(=O)NCc1ccccc1	-6	1	5	10	40	-7	19	2	-6	-6	16
O=C(CC1C(=O)NCCN1Cc1ccc(-c2ccccc2)cc1)NCc1ccccc1 (stereo unspecified)	-6	2	1	-2	0	5	15	15	-12	-8	2
CC(C)(C)c1nnc(N/N=C/c2ccc(Br)cc2)n(N)c1=O	-5	1	-29	-93	-18	13	-169	-1	9	-72	-18
CSc1ccccc1Nc1ncnc(N)n1	-5	1	-12	4	-14	0	8	6	10	-17	-4
COc1cccc(NC(=O)Nc2cccn(Cc3ccccc3)c2=O)c1	-4	-1	-14	-38	-22	-2	-82	/	1	13	17
COc1ccccc1NC(=O)c1cnc(SCC(=O)NCC2CCCO2)n(C)c1=O (stereo unspecified)	-15	-1	68*	0	-36	-4	2	-2	-3	-7	-7
CN(C)C(=O)c1cc(C(=O)c2ccccc2Cl)c[nH]1	-1	3	-8	-49	-40	3	-38	-12	-5	-24	2
Cc1ccc2cc(/C=N/NC(=O)c3ccccc3O)c(Cl)nc2c1	-4	-5	10	-5	-12	-3	-7	1	-6	-1	-4
CC(C)c1ccc(NC(=O)COC(=O)c2ccc(CN3CCCC3=O)cc2)cc1	-6	4	-5	-42	-20	-2	-28	8	9	-8	-21
CCN(CC)c1ccc(NC(=O)CSc2n[nH]c(-c3ccco3)n2)cc1	-15	-8	11	6	-7	-8	-17	/	-13	18	-7
CCCC(=O)Nc1nc(-c2ccccc2)ns1	-3	0	-79	-240	-52	2	-268	-10	19	-64	-2
COc1ccc(NC(=O)C2CCCN(S(=O)(=O)c3c(C)[nH]c(=O)[nH]c3=O)C2)cc1Cl (stereo unspecified)	-4	0	2	0	-6	-2	2	-4	-8	-13	7
COc1cc(CN2CCNC(=O)C2CC(=O)NCc2csc(C(C)C)n2)cc(OC)c1 (stereo unspecified)	-4	-4	-3	3	15	0	16	-1	-5	/	-3
Cc1ccc(OCC(=O)NNC(=O)Cc2ccc(S(=O)(=O)N3CCOCC3)s2)cc1	-5	2	-2	3	-27	-1	19	0	11	-3	2
CC(C)CNC(=O)CSc1nnc(-c2ccccn2)n1Cc1ccccc1	-1	-2	10	11	-9	9	9	-20	-2	8	10
O=C(c1cc(-c2ccc(F)cc2)nc2ccccc12)N1CCC1	-6	/	1	-19	0	-7	-35	1	-8	-15	10

For convenience, part of the list above.
SMILES	CaV13 FRET inh	NR2E3 ag-1	MITF TRPM1 inh	Peg3 prom inh	NR2E3 ag-2	PDI inh	HIF-2a inh	Vif imaging	KKLEB cytotox	Shn3 3UTR inh	CF NFkB inh
O=C(CC1C(=O)NCCN1Cc1ccc(-c2ccccc2)cc1)NCc1ccccc1 (stereo unspecified)	-6	2	1	-2	0	5	15	15	-12	-8	2
CC(C)(C)c1nnc(N/N=C/c2ccc(Br)cc2)n(N)c1=O	-5	1	-29	-93	-18	13	-169	-1	9	-72	-18
CSc1ccccc1Nc1ncnc(N)n1	-5	1	-12	4	-14	0	8	6	10	-17	-4
COc1cccc(NC(=O)Nc2cccn(Cc3ccccc3)c2=O)c1	-4	-1	-14	-38	-22	-2	-82	/	1	13	17
COc1ccccc1NC(=O)c1cnc(SCC(=O)NCC2CCCO2)n(C)c1=O (stereo unspecified)	-15	-1	68*	0	-36	-4	2	-2	-3	-7	-7

Compound profiles, from the list above:
CCN(CC)c1ccc(NC(=O)CSc2n[nH]c(-c3ccco3)n2)cc1 is entered as CaV13 FRET inh: -15; NR2E3 ag-1: -8; MITF TRPM1 inh: 11; Peg3 prom inh: 6; NR2E3 ag-2: -7; PDI inh: -8; HIF-2a inh: -17; Vif imaging: /; KKLEB cytotox: -13; Shn3 3UTR inh: 18; CF NFkB inh: -7
Cc1ccc(OCC(=O)NNC(=O)Cc2ccc(S(=O)(=O)N3CCOCC3)s2)cc1 is entered as CaV13 FRET inh: -5; NR2E3 ag-1: 2; MITF TRPM1 inh: -2; Peg3 prom inh: 3; NR2E3 ag-2: -27; PDI inh: -1; HIF-2a inh: 19; Vif imaging: 0; KKLEB cytotox: 11; Shn3 3UTR inh: -3; CF NFkB inh: 2

Continued.
SMILES	CaV13 FRET inh	NR2E3 ag-1	MITF TRPM1 inh	Peg3 prom inh	NR2E3 ag-2	PDI inh	HIF-2a inh	Vif imaging	KKLEB cytotox	Shn3 3UTR inh	CF NFkB inh
Nc1ccc(SCCN2C(=O)c3ccccc3C2=O)cc1	-4	1	-23	-42	-22	-6	-50	2	-1	0	8
CCOC(=O)CC1C(=O)NCCN1C(=S)NC(=O)c1ccccc1OC (stereo unspecified)	-5	-1	-1	21	7	-1	11	1	-8	2	14
CCOC(=O)[C@@H]1[C@H]2COc3ccccc3[C@@H]2N2C(=O)N(c3cccc(F)c3)C(=O)[C@]12C	-9	-2	3	-14	-2	-3	7	-5	14	20	7
COC(=O)[C@@H]1C[C@@H]2CC[C@@H](O)C[C@@H]2N1Cc1ccccc1OS(=O)(=O)c1ccc(C)cc1	-10	-1	9	13	-16	2	-5	4	0	-1	-16
CCC(=O)Oc1cccc(C(=O)Nc2ccc(-c3nnc(-c4ccco4)o3)cc2)c1	/	1	-83	-59	-102	1	-250	-6	-2	-19	3
CCCOc1cccc(C2/C(=C(/O)c3ccc(F)cc3)C(=O)C(=O)N2CCN(C)C)c1 (stereo unspecified)	-4	0	7	5	-11	-5	9	19	-5	3	-3
CCS(=O)(=O)CCSc1nc2ccccc2s1	/	2	-18	3	-7	-23	-9	15	-4	-24	-7
FC(F)(F)c1ccc(Cl)c(-n2c(-c3ccco3)n[nH]c2=S)c1	-4	/	/	3	-20	15	0	-14	12	-6	7
c1cc(-c2nnc3n2CCCCC3)ccn1	-8	6	1	9	-5	-6	8	31	9	2	-7
O=C1CCCC(NCCCCCCNC2=C([N+](=O)[O-])C(=O)CCC2)=C1[N+](=O)[O-]	-5	/	4	13	-24	-4	8	5	7	17	0
CCOC(=O)/C=C1\CN(Cc2cc(OC)c(OC)c(OC)c2)S(=O)(=O)c2ccccc21	-5	4	9	3	-15	6	10	1	-12	66	11
